Screens (PubChem BioAssay)
OX1R antag-1: antagonists of human orexin 1 receptor (OX1R); OX1R-expressing cells, FRET antagonist read-out; AID 485270, 2010; inhibition, % at 6.6 µM; Orexin/Hypocretin receptor type 1 (Homo sapiens), O43613; 330,000 compounds, 1.8% hits; in the data active = inhibition mostly above about 38%, no sharp cut-off; inactive = mostly below about 40%;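 note: 0% = agonist challenge alone and 100% = reference antagonist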
Target sequence (O43613 whole entry, looked up): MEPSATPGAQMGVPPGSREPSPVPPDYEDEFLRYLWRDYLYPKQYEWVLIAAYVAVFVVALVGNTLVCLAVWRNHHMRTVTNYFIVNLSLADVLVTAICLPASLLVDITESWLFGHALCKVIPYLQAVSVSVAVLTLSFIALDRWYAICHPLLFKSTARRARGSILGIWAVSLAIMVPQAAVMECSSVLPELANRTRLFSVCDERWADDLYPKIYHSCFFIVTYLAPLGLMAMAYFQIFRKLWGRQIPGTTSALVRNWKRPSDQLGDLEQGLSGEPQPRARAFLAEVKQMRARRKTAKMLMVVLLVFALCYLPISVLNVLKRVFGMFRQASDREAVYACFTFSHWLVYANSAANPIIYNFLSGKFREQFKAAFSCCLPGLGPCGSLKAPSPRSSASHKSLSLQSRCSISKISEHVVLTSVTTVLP
OX1R antag-2: OX1R (HCRTR1) antagonists, primary screen, fluorescence, CHO/OX1R cells, Fluo-8 calcium, orexin A. Orexin/Hypocretin receptor type 1 (Homo sapiens), O43613. Fluo-8 calcium fluorescence. inhibition, % at 5 µM. 330,000 compounds, 0.43% hits. AID 434989, 2010;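 active = inhibition above its plate's threshold, mean inhibition of all tested compounds on the plate plus 3 SD, cut at about 37% in these data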;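 note: 0% = orexin A challenge wells and 100% = SB-334867-A antagonist wells; not every result past the cut was called active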
An asterisk follows results filed as active.

SMILES | OX1R antag-1 | OX1R antag-2
Cc1ccc(-c2noc(CN3CCN(C(c4ccccc4)c4ccccc4)CC3)n2)cc1 | 7.8 | -14.8
COc1ccc(C2CC(c3cccs3)=NN2C(=O)CCC(=O)O)cc1 (centres undefined) | 14.7 | -4.2
COc1ccc(C(=O)/C=C2\NCC3c4ccccc4CCN3C2=O)cc1 (centres undefined) | 9.9 | -30.5
CCOC(=O)N1C2=NC(C(=O)OC)=C(C(=O)OC)[C@@H]3Nc4ccccc4[C@]23C[C@H]1C(=O)OC | 6.5 | -26.4
Cc1cc(C)nc(N2C(=O)CC(C(C)c3ccccc3)C2=O)n1 (centres undefined) | 2.8 | -10.0
C[C@@H](CSc1ccc(Br)cc1)CN1CC[C@H](O)CCC1=O | 3.2 | -12.6
O=C(NCc1ccc(Cl)cc1Cl)C1CC(=O)N(Cc2ccccc2)C1 (centres undefined) | 34.4 | -14.1
CC[C@H](C)[C@H](NC(=O)OCc1ccccc1)C(=O)OCC(=O)N(C)CC(=O)Nc1ccccc1Cl | 25.4 | -27.9
COCCNC(=O)c1nc2c(nnn2Cc2cc(C)ccc2C)c(=O)[nH]1 | 16.0 | -16.5
COc1ccc(C(=O)Nc2cc(C(=O)NCCc3ccccc3)ccc2Cl)cc1 | 24.5 | -28.9
CCOc1ccc(NC(=S)N2C3CCCC2CC(NC(=O)C2CC2)C3)cc1 (centres undefined) | 9.2 | -12.9
O=C(NCCO)c1ccc(Cl)c(Cl)c1 | 0.7 | 2.9
Cc1cc(C)n(CCn2nc(C)cc2C)n1 | 2.6 | -16.5
COc1ccc([N+](=O)[O-])cc1NC(=O)C(C)NNC(=O)c1cccc([N+](=O)[O-])c1 (centres undefined) | 18.0 | -7.5
Cc1cc(C)c2[nH]c(O)c(N=NC(=O)c3cc4c(s3)CCCC4)c2c1 | 12.7 | 1.1
COc1ccc(Cl)cc1C(=O)NNC(=O)CCNS(=O)(=O)c1ccccc1 | 14.8 | -8.2
CC1(C)Cc2c(C#N)c(SCC(=O)c3ccccc3)nc(N3CCOCC3)c2CS1 | 33.0 | -11.4
O=C(CN1C(=O)NC(Cc2c[nH]c3ccccc23)C1=O)Nc1ccccc1C(F)(F)F (centres undefined) | 3.6 | -15.0
CCOC(=O)c1c(-c2ccncc2)csc1N | 20.1 | -25.1
O=S(=O)(Cc1ccccc1)NCCc1ccc(F)cc1 | 3.7 | -6.6
O=c1cc(C(F)(F)F)nc(SCc2cccnc2)[nH]1 | 26.5 | -4.0
Cc1ccccc1NC(=O)/C(C#N)=C\c1cccnc1 | 4.5 | -18.5
Cc1ccc(N2CC(C(=O)N3CCC4(CC3)CC(=O)c3ccccc3O4)CC2=O)cc1C (centres undefined) | 9.8 | -25.0
O=C(Cn1c(=O)oc2ccccc21)Nc1cccc(Cl)c1 | 15.9 | -17.2
CCNC(=S)NNC(=O)c1nn(C)c(C)c1Cl | 6.4 | -4.8
O=C1C(C2=NC(c3ccccn3)C3C(=O)N(c4ccc(Cl)cc4Cl)C(=O)C23)=C(O)c2ccccc21 (centres undefined) | 11.8 | -16.3
COc1ccc(C(=O)N2CCN(S(=O)(=O)c3ccccc3)CC2)c(OC)c1 | 13.0 | -9.4
Cc1onc(-c2c(Cl)cccc2Cl)c1C(=O)Nc1ccc(N2CCOCC2)cc1 | 9.9 | -29.1
O=C(NCC1CCCO1)c1ccc(-c2ccccc2Cl)o1 (centres undefined) | 4.6 | -12.6
Cc1ccc(C)c(NC(=O)CN(C)C(=O)c2ccc(S(=O)(=O)N3CCCCCC3)cc2)c1 | 3.5 | -12.0

Reformatted in markdown: 22 of the compounds above.
| Molecule | OX1R antag-1 | OX1R antag-2 |
| --- | --- | --- |
| CC[C@H](C)[C@H](NC(=O)OCc1ccccc1)C(=O)OCC(=O)N(C)CC(=O)Nc1ccccc1Cl | 25.4 | -27.9 |
| COCCNC(=O)c1nc2c(nnn2Cc2cc(C)ccc2C)c(=O)[nH]1 | 16.0 | -16.5 |
| COc1ccc(C(=O)Nc2cc(C(=O)NCCc3ccccc3)ccc2Cl)cc1 | 24.5 | -28.9 |
| CCOc1ccc(NC(=S)N2C3CCCC2CC(NC(=O)C2CC2)C3)cc1 (centres undefined) | 9.2 | -12.9 |
| O=C(NCCO)c1ccc(Cl)c(Cl)c1 | 0.7 | 2.9 |
| Cc1cc(C)n(CCn2nc(C)cc2C)n1 | 2.6 | -16.5 |
| COc1ccc([N+](=O)[O-])cc1NC(=O)C(C)NNC(=O)c1cccc([N+](=O)[O-])c1 (centres undefined) | 18.0 | -7.5 |
| Cc1cc(C)c2[nH]c(O)c(N=NC(=O)c3cc4c(s3)CCCC4)c2c1 | 12.7 | 1.1 |
| COc1ccc(Cl)cc1C(=O)NNC(=O)CCNS(=O)(=O)c1ccccc1 | 14.8 | -8.2 |
| CC1(C)Cc2c(C#N)c(SCC(=O)c3ccccc3)nc(N3CCOCC3)c2CS1 | 33.0 | -11.4 |
| O=C(CN1C(=O)NC(Cc2c[nH]c3ccccc23)C1=O)Nc1ccccc1C(F)(F)F (centres undefined) | 3.6 | -15.0 |
| CCOC(=O)c1c(-c2ccncc2)csc1N | 20.1 | -25.1 |
| O=S(=O)(Cc1ccccc1)NCCc1ccc(F)cc1 | 3.7 | -6.6 |
| O=c1cc(C(F)(F)F)nc(SCc2cccnc2)[nH]1 | 26.5 | -4.0 |
| Cc1ccccc1NC(=O)/C(C#N)=C\c1cccnc1 | 4.5 | -18.5 |
| Cc1ccc(N2CC(C(=O)N3CCC4(CC3)CC(=O)c3ccccc3O4)CC2=O)cc1C (centres undefined) | 9.8 | -25.0 |
| O=C(Cn1c(=O)oc2ccccc21)Nc1cccc(Cl)c1 | 15.9 | -17.2 |
| CCNC(=S)NNC(=O)c1nn(C)c(C)c1Cl | 6.4 | -4.8 |
| O=C1C(C2=NC(c3ccccn3)C3C(=O)N(c4ccc(Cl)cc4Cl)C(=O)C23)=C(O)c2ccccc21 (centres undefined) | 11.8 | -16.3 |
| COc1ccc(C(=O)N2CCN(S(=O)(=O)c3ccccc3)CC2)c(OC)c1 | 13.0 | -9.4 |
| Cc1onc(-c2c(Cl)cccc2Cl)c1C(=O)Nc1ccc(N2CCOCC2)cc1 | 9.9 | -29.1 |
| O=C(NCC1CCCO1)c1ccc(-c2ccccc2Cl)o1 (centres undefined) | 4.6 | -12.6 |

Other structures:
SMILES | OX1R antag-1 | OX1R antag-2
COc1ccc(CNCCCSc2ncccn2)c(OC)c1 | 20.5 | -18.8
COc1cnc(NS(=O)(=O)c2ccc(N)cc2)nc1 | 15.7 | 8.4
CC(Sc1ccc(S(=O)(=O)N(C)C)cn1)C(=O)NC1CCCC1 (centres undefined) | -0.8 | -11.7
COc1ccc(CCNC(=O)COC(=O)c2ncc(Cl)c(Cl)c2Cl)cc1OC | 9.7 | -6.7
COc1ccccc1NC(=O)CSc1nnnn1-c1ccccc1OC | 13.3 | -15.4
CCN(CC)S(=O)(=O)c1ccc(C(C)NC(=O)C2CCCN2C(=O)c2cccs2)cc1 (centres undefined) | 1.8 | -21.8
CS(=O)(=O)N1CCC(NC(=O)Nc2ccc(OC(F)(F)F)cc2)CC1 | 6.7 | 4.2
CCN(CC)C(=O)c1ccccc1NC(=O)CN1C(=O)c2ccccc2S1(=O)=O | 39.4 | -29.3
COc1cccc(CNc2ncc(-c3ccccc3)n2C)c1 | 15.9 | -17.6
Cc1cc(C)n2ncc(C(=O)Nc3cccc(O)c3)c2n1 | 25.1 | -13.3
CC(C(=O)Nc1nc(-c2ccc(F)c(F)c2)cs1)N1C(=O)C2CC=CCC2C1=O (centres undefined) | 16.3 | 12.8
CCOC(=O)c1c(C)n(C)c2ccc(OC)c(NC(=O)CN3CCC4(CC3)OCCO4)c12 | 5.9 | -14.4
COc1ccc(-c2cc(C(=O)O)c3sc(N4CCCCC4)nc3n2)cc1OC | 10.7 | -29.6
O=C(NCC(c1ccco1)N1CCCC1)c1ccc(Cl)c(S(=O)(=O)N2CCc3ccccc32)c1 (centres undefined) | 4.1 | 19.9
O=C(Nc1ccc(-n2nncc2-c2ccco2)cc1)c1ccc(F)cc1 | 17.8 | 4.8
CCCCc1nnc(NC(=O)c2ccc3[nH]c(=O)c(=O)[nH]c3c2)s1 | 15.3 | -6.4
CC(Sc1nnnn1-c1ccccc1)C(=O)NC1CCCC1 (centres undefined) | -1.2 | -2.4
C=C(C)COc1ccc(-c2[nH]ncc2Oc2ccccc2OCC)c(O)c1 | 25.2 | 5.0
COc1ccc(C2NC(c3ccc(OC)cc3OC)C(C)C(=O)C2C)c(OC)c1 (centres undefined) | 5.8 | -25.3
O=C(c1ccco1)N1CCN(c2ccc([N+](=O)[O-])cc2Cl)CC1 | 50.2 | -9.0
CC1CCc2cc(F)ccc2N1C(=O)c1cc2nc(-c3ccco3)cc(C(F)(F)F)n2n1 (centres undefined) | 16.3 | -0.8
O=C(O)c1cc([N+](=O)[O-])ccc1NCCCc1ccccc1 | 27.1 | -15.5
CCOC(=O)N1CCN(Cc2ccccn2)CC1 | 13.3 | -13.5
COc1cc(S(=O)(=O)N2CCCCC2)ccc1NC(=O)c1ccccc1Cl | 3.3 | -2.7
Cc1nc(SCc2nc3ccc(F)cc3[nH]2)c2oc3ccccc3c2n1 | 32.8 | -29.2
COC(=O)c1ccccc1NC(=O)c1noc2c1CC(C(C)(C)C)CC2 (centres undefined) | 7.5 | 1.9
CCn1cc(CNC(=O)c2cc(-c3ccccc3OC)nc3ccccc23)c(C)n1 | 43.8 | -15.8
COc1ccc(Br)cc1C1NC(=O)NC(C)=C1C(=O)N(C)C (centres undefined) | 2.1 | -11.9
CC(C)(C)OC(=O)N1CCC(Cc2cc(-c3cccnc3)no2)(C(=O)O)CC1 | 29.5 | -0.3
Cc1cc(C)cc(NC(=O)COc2ccc3c(C)c(Cc4ccccc4)c(=O)oc3c2)c1 | 18.7 | -15.3
COc1cc(OC)c(OC)cc1CNCc1ccc2c(c1)OCO2 | 9.0 | -31.8
COc1ccccc1/C=C/C=N/NC(=O)c1cnccn1 | 46.7 | -5.8
CSc1cc(-c2ccco2)oc1C(=O)c1ccco1 | 14.3 | -27.5
O=C(NC1CCCc2ccccc21)c1cn2ccccc2n1 (centres undefined) | 14.4 | -22.5
COc1ccc(CNc2nc3nc(C)c(Cl)c(C)n3n2)cc1 | 21.6 | -21.4
O=C(NCc1ccc2c(c1)OCO2)c1nc(Cn2cc([N+](=O)[O-])cn2)no1 | 7.4 | -14.9
O=C(CCn1c(=O)sc2ccccc21)NCCN1CCOCC1 | 12.6 | -3.6
Cc1nn(-c2ccc(Cl)cc2Cl)c(C)c1C(=O)O | 13.3 | -8.1
CCNS(=O)(=O)c1ccc(CCC(=O)NCc2ccc3c(c2)OCO3)cc1 | 1.9 | -20.1
Cc1ccc(C)c(C2=NNC(=O)CC2)c1 | 3.7 | -4.4
O=C(O)C1C2C=CC(C2)C1C(=O)NCCCN1CCCC1=O (centres undefined) | 2.9 | 0.5
O=C1CSC(c2cccnc2)N1Cc1ccc(Cl)c(Cl)c1 (centres undefined) | 13.6 | -19.2
CCOC(=O)C1=C(CC)Nc2ccccc2N=C1NC(=O)c1cccc(S(=O)(=O)N2CCOCC2)c1 | 10.3 | -20.4
Cc1cccc(C(=O)NC(C(=O)Nc2ccccc2N2CCOCC2)C(C)C)c1 (centres undefined) | 14.9 | -41.3
COc1ccccc1NC(=O)CSc1n[nH]c(Cc2ccccc2)n1 | 19.3 | -18.5
Cc1cc(C(=O)CSc2nnc(-c3ccc(Cl)cc3)n2C)c(C)n1CC1CCCO1 (centres undefined) | 21.2 | -20.7
CC(=O)Nc1ccc(CN2CCN(Cc3ccc(C)cc3)C(CCO)C2)cc1 (centres undefined) | 2.8 | -10.7
COCC(C)NC(=O)C1CC(=O)N(c2ccc(C)cc2)C1 (centres undefined) | 7.2 | 4.7
C=CCC1(CC=C)CCCN1C(=O)c1cc(COc2ccc(F)c(F)c2)on1 | 12.9 | -5.9
C[n+]1ccc(/C=C/c2cccs2)cc1 | 21.2 | -9.3
CC(=O)Nc1ccc(S(=O)(=O)N2CCN(C(=O)N3CCCCCC3)CC2)cc1 | 36.9 | -18.9
CCOc1cc(NC(=S)NCC2CCCO2)c(OCC)cc1NC(=O)c1cccc(C)c1 (centres undefined) | 12.5 | -25.4
CCc1ccc(-c2nn(-c3ccccc3)cc2C2SCC(=O)N2Cc2ccco2)cc1 (centres undefined) | 14.2 | -32.0
COc1cc2c(cc1OC)C(SC)=NC(C)(C)C2 | 2.0 | -18.8
CC(C)NC(=O)CCc1nc2cccnc2n1-c1ccccc1 | 2.5 | 2.2
O=C1N=C(c2ccccc2)S/C1=C\c1cccs1 | 13.5 | -10.6
Cc1cc2ccccc2n1CCNC(=O)C(C)Oc1ccccc1 (centres undefined) | 18.4 | -6.2
CC(C)C(=O)NCCc1nc2ccccc2n1CCOc1ccccc1 | 19.8 | -19.0
COc1ccc(CNC(=O)C2CCN(S(=O)(=O)c3ccc(SC)cc3)CC2)cc1 | 17.5 | -10.7
O=C(NCC1CCCO1)Nc1ccc2c(c1)OCO2 (centres undefined) | 2.3 | -3.2

Next part:
SMILES | OX1R antag-1 | OX1R antag-2
CCn1c(/C=N/NC(=O)c2ccc(OC)cc2)nc2ccccc21 | 51.5 | 15.2
COc1cccc(CN2CCN(C(=O)c3oc4c(F)cccc4c3C)CC2=O)c1 | 33.1 | -23.2
CCc1nc(Nc2cccc(OC)c2)c2oc3ccccc3c2n1 | 19.7 | -48.9
CC1(C)C(=O)C2(CCCCC2)C(=O)OC1c1ccc(O)cc1 (centres undefined) | 16.0 | -14.2
CN(C(=O)CCN1C(=O)C2C3C=CC(C3)C2C1=O)c1ccccc1 (centres undefined) | 2.2 | -14.0
CC(C)c1ccc2c(c1)C(=O)NC(C)(C)C2 | 10.2 | -17.6
CN(Cc1ccno1)C(=O)CC1C(=O)NCCN1CC(c1ccccc1)c1ccccc1 (centres undefined) | 5.1 | -6.5
CCCCC(=O)Nc1ccccc1C#N | 17.1 | 0.5
COc1ccc2nc(N3C(=O)CC(Cc4ccc(C)cc4)C3=O)sc2c1 (centres undefined) | 13.6 | -27.0
